M1 PAM parental: counter-screen for M1 PAMs: effect in parental CHO-K1 cells | ATP EC20, Fluo-8 calcium fluorescence; 0% at ATP EC20, 100% at ATP max | activation, % at 3 µM | hit rate 0.02% among 360,000 | AID 602247;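 active means activation above the run cutoff, the mean activation of all test compounds plus 3 SD, cut at about 40% in these data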;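 further: peak over basal fluorescence ratio in a 140 s read after ATP addition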
CHO-K1 Ca antag: counter-screen for M1 antagonists: effect in parental CHO-K1 cells. ATP-induced calcium, Fluo-8 fluorescence. inhibition, % at 3 µM. hit rate 0.6% among 360,000;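 active means inhibition above a per-plate cutoff, the plate's mean sample inhibition plus 3 SD, cut at about 24% in these data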;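 further: 0% = DMSO plus EC80 ATP and 100% = DMSO alone without ATP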
V1R ag counter: activates human V1a receptor in oxytocin agonist counter-screen; hit rate 0.25% among 320,000; CHO-V1R cells, Fluo-8 calcium fluorescence, agonist mode; 0% DMSO, 100% 3 nM vasopressin; P37288; activation, % at 3 µM;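 active means activation above the mean activation of all tested compounds plus 3 SD, per screening run, cut at about 20% in these data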;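 further: signal is peak over basal fluorescence ratio across a 100 second FLIPR read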
Target sequence (P37288 whole entry, looked up): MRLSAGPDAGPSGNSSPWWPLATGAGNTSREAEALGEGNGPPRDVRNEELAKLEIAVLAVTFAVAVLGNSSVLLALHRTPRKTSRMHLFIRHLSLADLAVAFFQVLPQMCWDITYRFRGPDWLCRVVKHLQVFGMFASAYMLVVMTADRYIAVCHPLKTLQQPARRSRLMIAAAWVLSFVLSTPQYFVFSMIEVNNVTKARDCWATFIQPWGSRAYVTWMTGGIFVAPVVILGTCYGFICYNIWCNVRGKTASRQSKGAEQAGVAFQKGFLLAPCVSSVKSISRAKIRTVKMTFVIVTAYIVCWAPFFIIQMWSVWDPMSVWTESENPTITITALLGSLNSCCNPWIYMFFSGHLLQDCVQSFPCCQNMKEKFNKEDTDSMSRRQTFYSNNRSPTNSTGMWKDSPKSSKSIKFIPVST
CHRM1 agonist: agonists of human M1 muscarinic receptor | P11229 | CHO-K1 hM1, Fluo-8 calcium fluorescence, agonist mode; 0% DMSO, 100% acetylcholine EC100 | activation, % at 3 µM | hit rate 0.33% among 360,000;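 active means activation above the run's mean compound activation plus 3 SD, cut at about 16% in these data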;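 further: peak over basal fluorescence ratio within a 140 s kinetic read after compound addition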
TAAR1 antagonist: antagonists of human TAAR1. Q96RJ0. CHO RD-HGA16 TAAR1, Fluo-8 calcium fluorescence, antagonist. inhibition, % at 3 µM. hit rate 1.5% among 360,000;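 active means inhibition above a per-plate cutoff, the mean inhibition of test compounds on that plate plus 3 SD, cut at about 49% in these data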;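 further: 0% = DMSO plus EC80 beta-PEA response and 100% = DMSO alone without agonist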
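test system = CHO RD-HGA16 cells bearing hTAAR1 | replication = singlicate | controls = DMSO-only wells and EC80 β-PEA-stimulated wells | reagent = EC80 β-phenethylamine stimulus | read-out basis = percent inhibition of PEA-evoked calcium signal, max/basal emission ratio | schedule = seeding 17-24 h prior, 75-min 37 °C, 30-min RT dye loading | signal = kinetic Fluo-8 calcium fluorescence measurement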
OXTR potentiate: potentiates the human oxytocin receptor response. CHO-OTR cells, Fluo-8 calcium fluorescence, potentiator mode; 0% = oxytocin EC15, 100% = EC100. AID 2445. P30559. activation, % at 3 µM. hit rate 0.061% among 320,000;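 active means activation above that plate's cutoff, the mean activation of tested compounds plus 3 SD, cut at about 6.6% in these data, passing the limit was not always enough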;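 further: 100% uses oxytocin at 75 nM as the full agonist control; some results filed as inactive read as strong as hits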
Target sequence (P30559 whole entry, looked up): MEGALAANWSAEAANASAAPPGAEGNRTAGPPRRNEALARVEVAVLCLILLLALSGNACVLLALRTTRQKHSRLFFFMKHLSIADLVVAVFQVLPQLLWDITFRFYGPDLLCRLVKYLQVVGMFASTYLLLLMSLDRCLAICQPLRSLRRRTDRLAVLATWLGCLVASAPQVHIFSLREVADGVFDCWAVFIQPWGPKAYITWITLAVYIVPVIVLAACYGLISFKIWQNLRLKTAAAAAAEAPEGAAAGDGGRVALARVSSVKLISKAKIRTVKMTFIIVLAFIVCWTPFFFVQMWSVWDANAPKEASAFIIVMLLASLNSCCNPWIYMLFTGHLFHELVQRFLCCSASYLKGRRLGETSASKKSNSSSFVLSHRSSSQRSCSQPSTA
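Dosing: Single dose, 3.0 µM nominal final compound concentration | Material: Human OTR in CHO cells | Technique: Kinetic Fluo-8 calcium fluorescence | Benchmarks: EC15 oxytocin alone as 0%, 75 nM oxytocin as 100% | Probe or stimulus: Oxytocin at about EC15, sub-maximal agonist stimulus | Incubation: Compound 6 min at room temperature before oxytocin, 100 s read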
TAAR1 ag: agonists of human TAAR1 | activation, % at 3 µM | hit rate 0.99% among 360,000 | Q96RJ0 | CHO RD-HGA16 TAAR1, Fluo-8 calcium fluorescence; vehicle wells 0%, saturating PEA agonist 100%;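 active means activation above the mean activation of all test compounds in the run plus 3 SD, cut at about 38% in these data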
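Test system: RD-HGA16 (CHO) cells co-expressing Gα16 and hTAAR1 / Benchmarks: DMSO vehicle as 0%, PEA at EC100 as 100% / Repeats: no replicates (n 1) / Measure: % activation from peak over basal fluorescence ratio, DMSO-to-PEA scaled / Timing: 17-24 h plating, Fluo-8 75 min 37 °C, 30 min RT / Technique: kinetic Fluo-8 calcium fluorescence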
M1 ag parental: counter-screen for M1 agonists: effect in parental CHO-K1 cells | Fluo-8 calcium fluorescence; scaled to maximal ATP response, vehicle zero | activation, % at 3 µM | hit rate 0.48% among 360,000 | AID 602248; in the data active means activation above about 15%;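 further: untransfected CHO-K1 host cells lacking M1 receptor as counterscreen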
CHO parental Ca: counter-screen: ATP calcium response change in parental CHO cells; hit rate 0.63% among 330,000; inhibition, % at 5.6 µM; parental CHO-K1, ATP-induced calcium, Fluo-8 fluorescence; AID 463079;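 active means inhibition above that plate's mean sample inhibition plus 3 SD, cut at about 26% in these data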;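 further: 0% = ATP-challenged DMSO wells and 100% = DMSO wells without ATP; some compounds past the cut are filed as inactive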
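Material: parental CHO cells / Compound: single nominal dose of 5.6 µM per compound / Signal: Fluo-8 fluorescence / Replicates: singlicate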
An asterisk follows results filed as active; . = not tested or not shown.

SMILES	M1 PAM parental	CHO-K1 Ca antag	V1R ag counter	CHRM1 agonist	TAAR1 antagonist	OXTR potentiate	TAAR1 ag	M1 ag parental	CHO parental Ca
CC(=O)OC(C)(C)C#CCN1CCCC1	3	-7	0.3	-6	2	-1	9	0.2	-3
Cn1c(-c2ccc(F)cc2)cnc1SCC(=O)NNC(=O)Cc1ccccc1	-10	7	-0.4	-8	-17	-15	6	-0.3	-2
c1ccc(OCCSc2nc3ccccc3o2)cc1	-10	4	-0.5	-3	11	-7	11	-0.3	-2
COc1ccc(/C=C(\NC(=O)c2ccc(Cl)cc2)C(=O)NCCCn2ccnc2)cc1OC	10	-7	0.7	-10	-15	-9	1	0.3	12
O=C(NCCc1ccccc1F)C1CCC(=O)N(Cc2ccc(Cl)cc2)C1 (stereo unspecified)	-23	-7	1.4	-3	-16	-8	1	0.6	-18
COc1ccccc1CNC(=O)CN1C(=O)NC(Cc2ccccc2)(c2ccccc2)C1=O (stereo unspecified)	-9	-1	2.0	4	-19	-7	3	0.4	-22
COc1ccc(C)cc1NC(=O)CSc1nnc(-c2ccco2)n1N	4	-3	1.5	1	-13	-5	9	-0.2	-1
Fc1ccc(-c2cnc3n2CCCCC3)cc1	-11	14	2.8	-8	9	-3	1	0.7	3
CCN(CC)CCOC(=O)c1ccc(NC(=O)CCNC(=O)Cn2ccc3ccccc3c2=O)cc1	14	2	0.9	-5	12	-8	4	0.6	-6
COc1ccc(O)c(CNc2ccccc2F)c1	14	-7	-0.1	-3	6	0	0	0.6	-10
O=C1CC(SCc2nc3ccccc3[nH]2)C(=O)N1c1ccc(F)cc1 (stereo unspecified)	-9	9	0.7	-4	14	-12	4	0.7	-11
c1ccc(-c2ccc3nnnn3n2)cc1	-23	13	-0.5	-2	-3	-6	10	-0.2	6
CCCn1c(SCC(=O)Nc2ccccc2OC)nnc1-c1ccco1	-2	-15	0.3	-1	-11	2	4	1.6	-11
COCCNC(=O)C(c1ccccc1)N(CCOC)C(=O)Cn1nnc2ccccc21 (stereo unspecified)	-3	7	.	-3	-3	.	3	9.6	.
COc1cc(C(=O)NCC2CCCO2)ccc1OCc1ccccc1 (stereo unspecified)	12	-4	2.1	0	-8	-9	1	1.5	2
O=C(CCN1CCN(c2ccccc2)CC1)c1ccc(Br)cc1	-2	2	2.3	-11	-14	-3	5	1.3	-12
CCCn1c(C2CCCN2c2nc(-c3cccc(Br)c3)cs2)nc2ccccc21 (stereo unspecified)	16	-20	1.1	-5	-25	-1	8	-0.2	-31
CCCS(=O)(=O)NC(=O)C1(C)CCN(C(=O)c2cc(C)oc2C)C1 (stereo unspecified)	-11	-3	.	5	9	.	1	0.2	.
CC(C)C1N=C2c3ccccc3N=C(SCC(=O)c3ccc(O)c(O)c3)N2C1=O (stereo unspecified)	5	-12	1.8	-1	.	-8	.	2.0	-8
CCN(CC)S(=O)(=O)c1cccc(C(=O)N2CC(O)CC2C(=O)OC)c1 (stereo unspecified)	12	-15	1.2	-2	-9	-5	8	0.4	-9
CCCCn1c(N)c(N(CCC(C)C)C(=O)c2oc3ccc(OCC)cc3c2C)c(=O)[nH]c1=O	16	-4	-1.1	-3	2	-4	0	-0.3	-21
O=C(N/N=C/c1cccc(Br)c1)c1ccc(N2CCCC2=O)cc1	4	-18	3.1	-1	-1	-3	4	1.7	-8
O=C(NC(=S)Nc1ccccn1)c1ccc(-c2ccccc2)cc1	-10	-9	2.2	-2	-1	-11	-1	0.1	-16
COc1ccc(-c2cc(C(=O)N(C)CCc3ccc(OC)c(OC)c3)c3ccccc3n2)cc1	3	14	.	0	49*	.	12	4.2	.
O=C(COC(=O)C1(c2ccccc2)CCCC1)N1CCNC1=O	10	-8	-0.1	-6	-5	-6	4	0.7	5
CC(Oc1ccc2ccc(=O)oc2c1)C(=O)NC1CC(C)(C)NC(C)(C)C1 (stereo unspecified)	16	-10	0.1	-2	-25	-1	1	1.3	6
CCCCn1nnnc1C(c1cc2ccccc2o1)N1CCCCC1 (stereo unspecified)	12	-8	.	.	4	.	1	0.5	.
CCCNC(=O)c1cc2c(c(-c3cccc(-c4ccc(F)cc4)c3)n1)[C@H](CCO)N(S(=O)C(C)(C)C)C2 (stereo partly specified)	-8	21	.	0	47	.	14	6.3	.
Cc1c(C(=O)NCCSCc2ccc(F)cc2)cnn1-c1ccc(Cl)cc1	7	-8	0.7	-3	19	-9	5	2.5	-11
CCCCOCCCNS(=O)(=O)Cc1ccccc1	0	-7	0.1	0	-20	6	11	-0.1	-13
CCOc1ccc(N=NC2C(=O)N(C(N)=S)N=C2C)cc1 (stereo unspecified)	18	-4	-1.5	-5	-3	5	3	0.6	-12
O=C(Cn1ccc(=O)[nH]c1=O)Nc1ccc(O)c([N+](=O)[O-])c1	9	0	.	6	-19	.	-2	-0.3	.
COc1ccc2c(c1)c(C(=O)N/N=C/c1ccc(Cl)cc1)c(C)n2C	15	-10	5.4	7	13	-12	18	1.5	-9
Cc1ccc(Cn2ccc(NC(=O)c3cc(C)on3)n2)cc1	16	-6	-0.3	-1	16	-10	4	1.5	-4
Cc1ccc(C)c2c1cc(C)c1nnc(SCC(=O)Nc3cccc(C(=O)O)c3)n12	3	-12	0.0	-1	-4	-1	0	1.5	-4
CCOc1ccc(C(=O)NCC(c2cccs2)N(C)C)cc1 (stereo unspecified)	16	-6	0.6	-10	-2	-2	2	0.1	-6
O=C(OCCN1CCOCC1)c1ccc(OCCN2CCOCC2)cc1	-5	14	-0.5	-4	-13	-12	3	-0.2	-3
CC(C)C[C@@H]1COc2cc(N3CCSCC3)ccc2S(=O)(=O)N1	16	-6	.	.	11	.	-2	2.2	.
CNC(=O)c1ccc2cc(OC)c(OC)cc2c1	25	-10	.	-2	-10	.	1	0.9	.
COc1ccc(CNC(=O)c2cccc(NC(=O)c3ccccc3)c2)cc1	1	4	1.1	-5	8	0	3	4.6	-14
CC1CC(CC(C)C(=O)NC(=S)Nc2ccc(S(N)(=O)=O)cc2)C(=O)O1 (stereo unspecified)	17	-14	0.6	-6	4	-2	3	0.3	-12
O=C(Cc1ccccc1[N+](=O)[O-])NCc1ccc(Cl)cc1	26	-12	-1.0	3	-3	-1	-1	0.5	-8
CCC(=O)NCCN1CCN(C(=O)CC)CC1	18	-9	-0.1	-2	0	-9	6	-0.1	-4
CC(C)CC(=NNC(=O)c1ccncc1)c1cc(Cl)ccc1O	12	-7	.	15	2	.	27	12	.
Cc1ccc(Cn2c(=N)n(CC(=O)c3ccc([N+](=O)[O-])cc3)c3ccccc32)cc1	12	-4	0.6	-3	-11	1	13	-0.1	-9
COc1ccc(/C(C)=N/N2C(C)CCCC2C)c(OC)c1 (stereo unspecified)	-18	2	0.4	-6	-5	-10	7	0.9	-10
CCCCN(C(=O)CCCc1nc2ccccc2s1)c1c(N)n(CCCC)c(=O)[nH]c1=O	29	-9	-0.8	-2	-10	-1	4	0.6	-13
COc1ccc(-c2cc(C(=O)NCCCN3CCOCC3)c3cc(C(C)C)ccc3n2)cc1	-6	-6	4.3	0	42	-6	13	4.7	-26

The final 3 entries of the section before are carried over, then new ones follow.
SMILES	M1 PAM parental	CHO-K1 Ca antag	V1R ag counter	CHRM1 agonist	TAAR1 antagonist	OXTR potentiate	TAAR1 ag	M1 ag parental	CHO parental Ca
COc1ccc(/C(C)=N/N2C(C)CCCC2C)c(OC)c1 (stereo unspecified)	-18	2	0.4	-6	-5	-10	7	0.9	-10
CCCCN(C(=O)CCCc1nc2ccccc2s1)c1c(N)n(CCCC)c(=O)[nH]c1=O	29	-9	-0.8	-2	-10	-1	4	0.6	-13
COc1ccc(-c2cc(C(=O)NCCCN3CCOCC3)c3cc(C(C)C)ccc3n2)cc1	-6	-6	4.3	0	42	-6	13	4.7	-26
C/C(N)=C(/C#N)C(=O)CSc1nncn1-c1ccccc1	20	-9	0.6	-1	3	-3	6	1.5	-7
Cc1cc(Br)ccc1NC(=O)CCCOc1cc(=O)n(C)c2ccccc12	10	-3	.	-11	-7	.	-1	0.1	.
CCOC(=O)c1c(C)nc(C)c(C(=O)OCC)c1-c1ccc(O)c(OC)c1	-7	20	-0.9	-2	4	1	1	1.3	-6
Cc1ccc(S(=O)(=O)N2CCN(C(=O)c3ccc(-n4cncn4)c([N+](=O)[O-])c3)CC2)c(C)c1	7	-5	.	-2	8	.	7	8.2	.
CC1CCC/C(=N\NS(=O)(=O)c2ccccc2)C1 (stereo unspecified)	15	-10	-1.0	-4	-14	-4	1	-0.2	13
O=S(=O)(CCSc1nc2ccccc2s1)c1nc2ccccc2s1	-16	1	1.6	-3	14	-6	2	0.4	-13
CCN1CCN(C(=O)CN2C(=O)c3cccc4cccc2c34)CC1	16	-7	2.0	1	13	1	17	0.5	-2
COc1ccc(/C=C/CN2CCN(Cc3ccccc3)C(CCO)C2)cc1 (stereo unspecified)	-8	-2	2.3	-13	7	-3	2	0.8	-16
CC(C)CN(C(=O)COC(=O)CCSc1ccc(F)cc1)c1c(N)n(Cc2ccccc2)c(=O)[nH]c1=O	-13	10	-1.4	0	2	-7	1	-0.4	-9
Cc1ccc(C)c(N2CCN(S(=O)(=O)c3ccc4c(c3)NC(=O)CO4)CC2)c1	0	-9	0.4	-3	24	-11	10	-0.4	-12
COCCn1cc(C(=O)NCCCOC(C)C)c2c3ccccc3n(C)c2c1=O	-4	3	2.2	-5	31	4	11	4.2	-21
O=C(Nc1ccccc1Oc1ccsc1C(=O)O)c1ccccc1	1	-4	-0.3	-1	-16	-9	7	3.6	5
CCc1cccc(NC(=O)Cc2cn(C)c3ccccc23)c1	15	-7	1.5	-4	15	-12	1	0.5	-13
Cc1cccc(CN2CCCC(C(=O)N3CCc4ccccc4C3)C2)c1 (stereo unspecified)	1	3	0.3	-7	-5	-1	15	-0.1	-17
CCOC(=O)CSc1nc2ccc(S(=O)(=O)N3CCOCC3)cc2[nH]1	6	-10	0.1	-2	1	-12	2	0.3	8
CC(C)CN(C(=O)COC(=O)Cn1cnc2ccccc2c1=O)C1CCS(=O)(=O)C1 (stereo unspecified)	3	7	-0.6	-1	-1	-4	1	0.0	-6

Screening results: PubChem, The Scripps Research Institute Molecular Screening Center
